Wnt bcat act = Wnt/beta-catenin pathway activators, primary screen, cell-based, plate reader, single point; Wnt/beta-catenin reporter cell assay, activator; AID 743398, 2014; activation, % at 9.35 µM; 1.2% of 300,000 active; in the data active = activation above about 30%, passing the limit was not always enough;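 also: 0% = neutral control wells and 100% = positive control wells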
V-ATPase pH = regulators of yeast V-ATPase proton pumping, primary screen, pHLuorin cytosolic pH fluorescence | S. cerevisiae | 0.37% of 350,000 active | response, % at 10 µM; in the data active = response mostly above about 7.3%, no sharp cut-off; inactive = mostly below about 5.4%; also: actives read high; inactives centre near 0; some compounds called inactive have numbers as strong as hits; reference of the scale not given here
Tat export inh = E. coli Tat export inhibitors, primary screen, MC4100, TorA-mCherry reporter, fluorescence, single point | inhibition, % at 10 µM | 0.036% of 340,000 active;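 active = mean replicate inhibition at least 50% and at least half of replicates individually reaching 50%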;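 also: exported cargo escapes ClpAP degradation while cytoplasmic cargo is degraded and loses fluorescence; 0% = median of neutral control wells and 100% = median of NaSCN control wells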
Rtt109 HAT inh = inhibitors of C. albicans Rtt109/Vps75 HAT, primary screen, biochemical, ThioGlo CoA-SH fluorescence, plate reader; Histone acetyltransferase RTT109 (Candida albicans (strain SC5314 / ATCC MYA-2876)), …; 0.16% of 330,000 active; AID 540336, 2011; inhibition, % at 34.9 µM; purified Rtt109/Vps75, 4 h;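 active = inhibition of at least 50% in every replicate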
Target sequence (Q5AAJ8 whole entry, looked up): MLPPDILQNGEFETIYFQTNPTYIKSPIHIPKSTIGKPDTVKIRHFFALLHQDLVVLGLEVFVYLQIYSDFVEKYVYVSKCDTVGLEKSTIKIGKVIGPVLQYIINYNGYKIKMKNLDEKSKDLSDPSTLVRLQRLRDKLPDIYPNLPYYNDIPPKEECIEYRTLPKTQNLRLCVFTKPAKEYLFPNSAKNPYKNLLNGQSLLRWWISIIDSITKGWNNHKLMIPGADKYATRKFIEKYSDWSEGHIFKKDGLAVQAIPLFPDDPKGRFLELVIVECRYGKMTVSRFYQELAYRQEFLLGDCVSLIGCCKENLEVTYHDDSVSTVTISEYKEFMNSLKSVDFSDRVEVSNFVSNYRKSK
Starred values were filed as active, the others as inactive; . = no result given. This is a subset; count on the stated rates, not on these rows.

SMILES	Wnt bcat act	V-ATPase pH	Tat export inh	Rtt109 HAT inh
C[C@@H]1CN([C@H](C)CO)S(=O)(=O)c2ccc(Br)cc2O[C@H]1CN(C)S(C)(=O)=O	0	-3	.	.
O=C(CCN1CCN(Cc2ccccc2)CC1)NNC(=O)c1ccc(Cl)c(Cl)c1	-3	2	.	.
CC(C)(C)NC(=O)CN(C(=O)CCC(=O)Nc1nccs1)c1ccccc1F	-1	1	.	.
O[C@@H]1CN(Cc2cccs2)[C@@H](c2ccc(Cl)cc2)C[C@H]1n1cc(-c2ccc(F)cc2)nn1	-3	1	.	.
CCc1ccccc1NC(=O)CSc1nc2cc(C(=O)NCC3CCCO3)ccc2c(=O)n1CC1CCCO1 (stereo not given)	-2	3	.	.
N#CC1C(=O)Nc2cccnc21 (stereo not given)	3	0	.	.
CCN(c1ccc(OC)cc1)S(=O)(=O)N1CCCC(C(=O)NCc2ccc(OC(C)C)cc2)C1 (stereo not given)	-3	1	.	.
Nc1ccn([C@@H]2O[C@H](CNCc3cccc4c3sc3ccccc34)[C@@H](O)[C@H]2O)c(=O)n1	1	-3	.	.
Cc1c(/N=C(\[O-])Nc2ccc(Br)cc2)sn[n+]1C	21	2	.	.
COc1ccc(C(=O)O)cc1S(=O)(=O)Nc1cc(C(F)(F)F)ccc1N1CCCCC1	-1	3	.	.
O[C@@H]1CN(CC2CCCCC2)[C@@H](c2ccccc2)C[C@H]1n1cc(-c2ccc(F)cc2)nn1	-2	-2	.	.
COc1cc(/C=N/NC(=O)c2ccc3nc[nH]c3c2)cc(OC)c1OC(C)=O	-1	1	.	.
O=C(COC(=O)c1cnc(Cl)c(Cl)c1)NC1CCCC1	-8	2	.	.
CCN(CC)c1ccc(/C=N/Nc2nc(C)cc(C)n2)cc1	10	1	.	.
Cc1cccc(C(=O)Nc2ccc(C(=O)c3ccncc3)cc2)c1	0	-4	.	.
Cc1cccc(C)c1NC(=O)CNC(=O)c1ccc(N2CCOCC2)c([N+](=O)[O-])c1	-1	-1	.	.
C[C@@H]1CN([C@@H](C)CO)C(=O)c2cc(-c3ccncc3)cnc2O[C@H]1CN(C)C(=O)c1cccc(F)c1	1	1	.	.
COc1ccc(NC(=O)C[C@H]2C(=O)N(C3CCCCC3)C[C@@H]2C)cc1	0	-1	.	.
C[C@H](CO)N1C[C@H](C)[C@@H](CN(C)C(=O)C2CCCCC2)OCc2cn(nn2)CCCC1=O	-1	-1	.	.
C[C@@H]1CN([C@@H](C)CO)C(=O)CCCn2nncc2CO[C@@H]1CN(C)S(C)(=O)=O	-3	-1	.	.
C[C@H](CO)N1C[C@H](C)[C@@H](CN(C)S(=O)(=O)c2ccc(-n3cccn3)cc2)OCc2cn(nn2)CCCC1=O	-4	-1	.	.
CN1CCN(C(=O)C(=O)c2cn(CC(=O)N3CCCCCC3)c3ccccc23)CC1	1	0	.	.
OCC[C@@H]1C[C@H](O)[C@@H](O)[C@@]2(OCc3cc(C(F)(F)F)ccc32)O1	0	4	.	.
COc1ccc(NS(=O)(=O)c2ccc(C)c(C(=O)NCCCn3ccnc3)c2)cc1	-3	-2	.	.
CC1Cc2ccccc2N1C(=O)COC(=O)c1ccco1 (stereo not given)	0	2	.	.
C[C@@H]1CN([C@@H](C)CO)C(=O)c2cc(C#CC(C)(C)O)cnc2O[C@@H]1CN(C)C(=O)c1ccccc1F	-2	-1	.	.
COc1ccccc1NC(=O)COC(=O)Cn1c(C)csc1=O	0	2	.	.
Cc1ccc(S(=O)(=O)CCC(=O)OCCOc2ccc(Br)cc2)cc1	-4	5	.	.
CCOC(=O)c1c[nH]n2c(=S)ncnc12	-2	-2	.	.
O=c1oc(-c2ccccc2F)nc2scc(-c3ccccc3)c12	5	3	.	.
C[C@H](NC(=O)c1ncn2c1c(=O)[nH]c1ccccc12)c1ccccc1	-2	2	.	.
COc1ccc(NC(=O)c2cc3ccccc3oc2=O)cc1	2	-1	.	.
Cn1c(=O)[nH]c(=O)c2c1nc(N/N=C/c1cccnc1)n2Cc1ccc(Cl)cc1	-2	-1	.	.
CN(C)C(=O)c1ccc(NC(=O)c2cccc(-n3cnnn3)c2)cc1	-1	-1	.	.
CC1CCCCC1=NNC(=O)c1ccccc1 (stereo not given)	-5	0	.	.
CCOC(=O)c1c(-c2cc(OC)c(OC)c(OC)c2)csc1NC(=O)c1ccccc1	-3	0	.	.
COc1ccc(N2CCCC2=O)cc1S(=O)(=O)N1CCOCC1	-1	3	.	.
Cc1nc(=O)c(-c2ccccc2)c(C)n1-c1ccc(Br)cc1	0	-2	.	.
Cc1cccc(NC(=O)c2ncn3c2C(=O)N[C@@H](C)C3)c1	-2	-1	.	.
Cc1nnc(NC(=O)CCC(=O)N2CCN(CCOc3cccc4ccccc34)CC2)s1	-3	-4	.	.
Cc1cc(OCC(=O)Nc2nnc(C3CC3)s2)ccc1Cl	-1	0	.	.
COc1ccc(C=C2NC(=O)NC2=O)cc1O	-5	-4	.	.
COc1ccc(OC)c(N/C(=N/C(=S)Nc2ccccc2)Nc2nc(C)cc(C)n2)c1	-1	-1	.	.
CCN1C(=O)[C@H]2[C@@H](c3ccc(OC)cc3)N[C@]3(CCCN(Cc4ccc(Br)cc4)C3=O)[C@H]2C1=O	0	-2	.	.
O=C(NCCc1ccccc1F)C1CC(=O)N(c2ccc3c(c2)OCCO3)C1 (stereo not given)	-6	4	.	.
Cc1ccc(S(=O)(=O)N(C)C)cc1NC(=O)Nc1c(-c2ccccc2)noc1C	0	5	.	.
Cc1ccc(C#N)c(SCc2ccccc2F)n1	-1	2	.	.
O=C(c1cccs1)N1C[C@@H](n2cc(-c3ccc(F)cc3)nn2)[C@H](O)C[C@@H]1c1ccccc1	-2	3	.	.
O=C(OCc1cn([C@H]2C[C@H](c3ccc(Cl)cc3)N(C(=O)C3CCCCC3)C[C@@H]2O)nn1)c1ccccc1	0	1	.	.
Nc1ccn([C@@H]2O[C@H](CNCc3ccc(Oc4cc(-n5cccn5)ncn4)cc3)[C@@H](O)[C@H]2O)c(=O)n1	-1	0	.	.
CCN1C(=O)c2cccc3c(S(=O)(=O)N(C)C)ccc1c23	0	1	.	.
O[C@@H]1CN(CC2CCCCC2)[C@@H](c2ccc(Cl)cc2)C[C@H]1n1cc(C2CC2)nn1	-11	0	.	.
CC1CCCC(C)N1C(=O)COC(=O)c1ccccc1C(=O)c1ccccc1 (stereo not given)	-3	0	.	.
Cc1ccc(N2CC(C(=O)OCC(=O)Nc3c(C)cccc3C)CC2=O)cc1 (stereo not given)	-2	3	.	.
CN(NS(=O)(=O)c1ccc([N+](=O)[O-])cc1)c1ccccc1	3	-1	.	.
C[C@@H]1CN([C@@H](C)CO)C(=O)c2cc(NS(C)(=O)=O)ccc2O[C@@H](C)CCCCO[C@H]1CN(C)Cc1ccc2c(c1)OCO2	-1	-2	.	.
COc1ccc(N2C(=O)CC(Sc3n[nH]c(-c4cccc(C)c4)n3)C2=O)cc1 (stereo not given)	1	8	.	.
CC1(C)C2C(Cl)(Cl)C2(C)c2ccccc2N1C=O (stereo not given)	11	1	.	.
CC(C)(C)OC(=O)[C@H](Cc1ccccc1)NC(=O)c1[nH]cnc1C(=O)Nc1ccccc1F	-5	0	.	.
O=C1/C(=C/c2cccs2)SC(=S)N1C1CCS(=O)(=O)C1 (stereo not given)	11	1	.	.

Next records.
SMILES	Wnt bcat act	V-ATPase pH	Tat export inh	Rtt109 HAT inh
Cc1ccc(CN2CCC[C@]3(N[C@H](c4ccc(C)cc4)[C@@H]4C(=O)N(C)C(=O)[C@@H]43)C2=O)cc1	0	3	.	.
Cc1sc2nc(-c3ccccc3F)oc(=O)c2c1C	0	1	.	.
CCOc1ccc(NC(=O)CN(C)C(=O)c2cc3c(s2)CCC3)cc1OCC	-6	-7	.	.
CN(C)CCCN1c2ccc(O)cc2Sc2ccc(Cl)cc21	-3	0	.	.
CC(=O)N1CCOC12CCN(Cc1ccccc1)CC2	-2	1	.	.
CCC(=O)N(c1nnc(SC(C)C(=O)Nc2ccc(N3CCOCC3)cc2)s1)C1CC1 (stereo not given)	-3	-4	.	.
Cc1cc(Cl)ccc1OC(C)C(=O)Nc1cccc(S(=O)(=O)N2CCOCC2)c1 (stereo not given)	-2	0	.	.
CC(C)c1nc(SCC(=O)N2CCCCC2)c2c(=O)n(C)c(=O)n(C)c2n1	0	1	.	.
CN1CCc2c(C#N)c(N3CCOCC3)nc(NCC3CCCO3)c2C1 (stereo not given)	0	-1	.	.
CC1=C(C(=O)N(C)C)CC(CC(=O)NC2CCCCC2)C(=O)N1CCCN1CCCC1=O (stereo not given)	11	0	.	.
CCOc1ccc(NC(=O)CN(C)C2=NS(=O)(=O)c3ccccc32)cc1	0	-1	.	.
Cc1ccc([C@@H]2CC(=O)[C@@H]3CN(S(=O)(=O)c4ccc(C)cc4)[C@H](c4cccc(Cl)c4)C[C@@H]3N2S(=O)(=O)c2ccc(Cl)cc2)cc1	-2	2	.	.
COc1ccc(OCC(=O)N2CCCC(Nc3ccc(C)c(C)c3)C2)cc1 (stereo not given)	-5	2	.	.
C[C@@H]1CN([C@H](C)CO)C(=O)CCCn2nncc2CO[C@H]1CN(C)S(=O)(=O)c1ccc(F)cc1	-2	3	.	.
O=c1[nH]cc(Cc2ccccc2)c(=O)[nH]1	0	0	.	.
CC1(C)CN(Cc2ccccc2)C(=O)[C@H]1CC(=O)Nc1ccc(Br)cc1	-2	-1	.	.
CCOCCC(=O)Nc1ncc(S(=O)(=O)c2ccc([N+](=O)[O-])cc2)s1	-4	1	.	.
CCCCCCN1C[C@@H](O)[C@H](n2cc(C3CC3)nn2)C[C@@H]1c1ccc(Cl)cc1	-5	1	.	.
Clc1ccc2nc3ccccc3cc2c1	21	0	.	.
Cc1noc(C)c1NC(=O)N(C)C[C@@H]1Oc2ncc(Br)cc2C(=O)N([C@H](C)CO)C[C@@H]1C	-1	0	.	.
O=C(CS(=O)(=O)Cc1ccccc1)c1ccccc1	-1	-1	.	.
Cc1cccc(-c2ccc3[nH]c4c(c3c2)CCN2C[C@@H]([C@H](C)OC(=O)Nc3ccccc3C)[C@@H](N(C)C(=O)Nc3ccccc3C)C[C@@H]42)c1	-9	0	.	.
Cc1ccc(NC(=O)CN2CCN(S(=O)(=O)c3ccc4c(c3)OCCO4)CC2)c(C)c1	-1	3	.	.
O=c1[nH]c2ccccc2n1C1CCN(CCOc2ccccc2)CC1	-1	0	.	.
CC(NC(=O)c1ccccc1Br)C1CC2CCC1C2 (stereo not given)	5	-1	.	.
CC(C)(C)NC1=NCCNC(c2ccccc2)=C1	-7	-2	.	.
Cc1noc(C)c1NC(=O)N(C)C[C@@H]1Oc2cc(Br)ccc2S(=O)(=O)N([C@H](C)CO)C[C@@H]1C	-3	1	.	.
Cc1ccc(S(=O)(=O)N2C[C@H]3n4c(=O)ccc(=O)n4C[C@H](OC(=O)NCC4CCCCC4)[C@@]3(O)C2)cc1	0	0	.	.
C[C@@H]1CN([C@H](C)CO)C(=O)CCCn2nncc2CO[C@H]1CN(C)C(=O)Nc1ccc(N2CCCCC2)cc1	-2	-1	.	.
O=C(Nc1ccc(NC(=O)c2ccccc2)c2ccccc12)c1ccccc1	-6	0	.	.

A draw from above in order of SMILES length, smallest number first:
SMILES	Wnt bcat act	V-ATPase pH	Tat export inh	Rtt109 HAT inh
Clc1ccc2nc3ccccc3cc2c1	21	0	.	.
CC(C)(C)NC1=NCCNC(c2ccccc2)=C1	-7	-2	.	.
O=C(Nc1ccc(NC(=O)c2ccccc2)c2ccccc12)c1ccccc1	-6	0	.	.
Cc1ccc(S(=O)(=O)N2C[C@H]3n4c(=O)ccc(=O)n4C[C@H](OC(=O)NCC4CCCCC4)[C@@]3(O)C2)cc1	0	0	.	.
Cc1cccc(-c2ccc3[nH]c4c(c3c2)CCN2C[C@@H]([C@H](C)OC(=O)Nc3ccccc3C)[C@@H](N(C)C(=O)Nc3ccccc3C)C[C@@H]42)c1	-9	0	.	.

(continued)
SMILES	Wnt bcat act	V-ATPase pH	Tat export inh	Rtt109 HAT inh
Nc1ccc2c(c1)C1(CCC2)NC(=O)NC1=O (stereo not given)	-1	-5	.	.
Cc1ccc(-n2sc3cc(F)ccc3c2=O)c(C)c1	-2	1	.	.
CS(=O)(=O)Nc1ccc2c(c1)[C@H]1C[C@H](CC(=O)NCc3cccc(F)c3)O[C@@H](CO)[C@H]1O2	-2	0	.	.
CCN1C(=O)[C@H]2[C@@H](c3ccc(OC)cc3)N[C@]3(CCCN(CCC(C)C)C3=O)[C@H]2C1=O	0	-1	.	.
O=S(=O)(NC1CCCC1)c1ccc(F)cc1F	12	1	.	.
O=C1C=CC(=O)C(C2=C3C(=O)N(CCc4ccccc4)CC(=O)N3CCC2)=C1	-2	.	1	33
Cc1ccccc1C(=O)Oc1ccc(Sc2ccc(O)cc2)cc1	6	.	3	3
COc1ccccc1Oc1c(C)oc2c(CN3CCN(CCO)CC3)c(O)ccc2c1=O	-2	.	6	-11
COc1ccc(S(=O)(=O)N2CCN(C(=O)COc3ccc4c(C)cc(=O)oc4c3)CC2)cc1	-6	.	-3	5

Just V-ATPase pH, Wnt bcat act and Rtt109 HAT inh, for some of the entries so far:
Molecule	V-ATPase pH	Wnt bcat act	Rtt109 HAT inh
COc1ccccc1Oc1c(C)oc2c(CN3CCN(CCO)CC3)c(O)ccc2c1=O	.	-2	-11
COc1ccc(S(=O)(=O)N2CCN(C(=O)COc3ccc4c(C)cc(=O)oc4c3)CC2)cc1	.	-6	5
